# MrgX1 antag – blocks BAM8-22 activation of human MrgX1 receptor | B-score at 10 µM | MRGX1-HEK293 calcium flux, Fluo-4, BAM8-22 antagonism; stronger effect = lower value | 1.3% of 310,000 active;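 active = calcium-response B-score plate-corrected more than 3 library SD below zero, starting fluorescence within 5 deviations, no agonist response on first addition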;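 note: peak minus trough fluorescence over baseline after final BAM8-22 challenge near maximal dose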
# Target sequence (Q96LB2 whole entry, looked up): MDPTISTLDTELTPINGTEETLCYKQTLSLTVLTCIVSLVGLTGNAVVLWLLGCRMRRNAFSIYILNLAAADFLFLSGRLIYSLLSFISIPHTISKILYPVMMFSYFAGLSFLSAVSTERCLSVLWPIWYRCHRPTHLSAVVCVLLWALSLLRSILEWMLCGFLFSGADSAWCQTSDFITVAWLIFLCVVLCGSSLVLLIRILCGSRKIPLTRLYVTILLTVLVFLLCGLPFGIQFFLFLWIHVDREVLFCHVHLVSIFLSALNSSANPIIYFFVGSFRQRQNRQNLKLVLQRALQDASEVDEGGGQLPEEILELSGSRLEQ
# MrgX1 PAM – allosterically activates human MrgX1 receptor signaling; AID 588675; 0.63% of 310,000 active; MrgX1-HEK293, Fluo-4 calcium flux, FDSS; stronger effect = higher value; B-score at 10 µM; Q96LB2;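 active = plate-corrected calcium response at least 3 library SD above typical, normal starting fluorescence, not activating the receptor alone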;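 note: compound read alongside a low EC10 to EC30 dose of BAM8-22 agonist; peak minus trough fluorescence over baseline measured at the second addition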
# TMEM16A inh – mouse TMEM16A channel inhibition, primary screen. HEK293 TMEM16A/YFP iodide influx fluorescence, ionomycin. normalized B-score (activity score, 25-100; higher = stronger inhibition) at 10 µM. 1.2% of 310,000 active;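 active = ratio plate-corrected score three or more library SD toward inhibition, starting fluorescence score within five deviations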;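 note: score derived from kinetic fluorescence span divided by baseline fluorescence per well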
# MrgX1 ag – activates human MrgX1 receptor signaling; Q96LB2; MrgX1-HEK293 cells, Fluo-4 calcium fluorescence, agonist mode; stronger effect = higher value; B-score at 10 µM; 0.44% of 310,000 active; AID 588627;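 active = calcium response B-score plate-corrected fluorescence ratio at least 3 library SD, with starting fluorescence B-score inside 5 SD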
#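 System: HEK293 cells stably expressing human MrgX1 receptor; Dosing: test compound in the initial addition of three; Schedule: overnight plating, then 30 min 37 °C plus 30 min room-temperature dye loading; Detection: kinetic calcium dye fluorescence, Fluo-4 NW; Controls: per-plate positive and negative controls for Z′ factor.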
# HDAC3 inhib – inhibitors of human histone deacetylase 3; 0.15% of 320,000 active; O15379; inhibition, % at 8.3 µM; AID 2718; recombinant HDAC3, fluorogenic peptide/trypsin coupled, fluorescence; in the data active = inhibition above about 26%, passing the limit was not always enough; inconclusive = no clear call, values can overlap the other calls
# Target sequence (O15379 whole entry, looked up): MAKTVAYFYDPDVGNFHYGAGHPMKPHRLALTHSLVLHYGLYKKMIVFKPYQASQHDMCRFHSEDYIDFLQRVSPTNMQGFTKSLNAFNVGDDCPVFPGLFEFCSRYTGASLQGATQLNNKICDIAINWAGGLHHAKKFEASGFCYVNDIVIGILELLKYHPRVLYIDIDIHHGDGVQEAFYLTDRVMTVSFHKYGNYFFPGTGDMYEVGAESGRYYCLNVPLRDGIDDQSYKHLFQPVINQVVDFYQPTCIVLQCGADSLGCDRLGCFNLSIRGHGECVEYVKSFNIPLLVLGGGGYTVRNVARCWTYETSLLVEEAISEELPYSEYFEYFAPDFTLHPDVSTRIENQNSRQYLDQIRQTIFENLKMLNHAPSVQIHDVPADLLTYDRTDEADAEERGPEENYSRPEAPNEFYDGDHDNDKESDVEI
# SKKanGAS inh – SKKanGAS growth inhibition; S. pyogenes SKKanGAS, kanamycin growth, BacTiter-Glo, 6 h; inhibition, % at 7.5 µM; 1.3% of 300,000 active;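 active = mean replicate score, as percent of positive control median, at least 50; inconclusive = mean below 50 but one replicate at or above 50; inactive = mean and every replicate below 50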;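 note: strain carries kanamycin resistance gene driven by streptokinase promoter and grows in 40 µg/ml kanamycin; loss of luminescence reflects streptokinase promoter inhibition or plain growth inhibition; 0% = median of DMSO wells and 100% = positive control at its reference dose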
# TRPC6 act – activates the mouse TRPC6 cation channel; Q61143; HEK293-TRPC6 membrane potential dye fluorescence; stronger effect = higher value; B-score at 10 µM; 0.13% of 310,000 active; AID 2550;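 active = B-score of the integrated fluorescence ratio above library mean plus 3 SD, and starting fluorescence ratio within library mean plus 5 SD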;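 note: higher score means more depolarization so channel activation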
# ANO1 activ – activates or potentiates the mouse TMEM16A chloride channel; Q8BHY3; HEK293 TMEM16A/YFP-H148Q/I152L, iodide quench fluorescence; stronger effect = lower value; B-score at 10 µM; 0.3% of 340,000 active; AID 623877;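 active = fluorescence-ratio B-score plate-corrected deviation score at least 3 library SD below zero, with starting fluorescence score within 5 deviations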;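 note: channel opened by trigger with iodide after compound preincubation; score built on the fluorescence ratio of max minus min over baseline; more negative score means more quench and so TMEM16A activation or potentiation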
# TRPC6 inhibitor – mouse TRPC6 channel inhibition; Q61143; HEK293-TRPC6, membrane potential dye, ACh-evoked depolarization; stronger effect = lower value; B-score at 10 µM; 1.1% of 310,000 active;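 active = B-score under library mean minus 3 SD, initial fluorescence not abnormally high, positive integrated signal ratio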;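 note: B-score derived from integrated fluorescence ratio over the kinetic read; more negative B-score means stronger inhibition of depolarization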
# RGS4 inh – inhibitors of human RGS4; P49798; HEK293 M3R/RGS4 inducible, Fluo-4 calcium flux; stronger effect = higher value; triggered by carbachol at its EC20; B-score at 10 µM; 0.45% of 310,000 active; AID 463165;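 active = B-score, a plate-corrected calcium signal, over three deviations above library mean, with baseline fluorescence within five deviations of library mean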;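 note: RGS4 expression induced by doxycycline in cells with stable M3 receptor; B-score is computed from the integrated fluorescence ratio over baseline after carbachol; higher B-score means a larger calcium signal and so more RGS4 inhibition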
# Target sequence (P49798 whole entry, looked up): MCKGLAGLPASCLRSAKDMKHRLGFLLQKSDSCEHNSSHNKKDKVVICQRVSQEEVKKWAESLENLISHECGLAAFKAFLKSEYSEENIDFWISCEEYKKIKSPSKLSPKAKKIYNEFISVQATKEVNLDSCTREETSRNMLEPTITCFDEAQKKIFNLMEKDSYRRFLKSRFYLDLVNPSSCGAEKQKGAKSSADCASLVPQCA
# RGS4 pot – RGS4 potentiation or activation. HEK293 M3R/inducible RGS4, carbachol calcium flux Fluo4; stronger effect = lower value. AID 463111. 0.92% of 310,000 active. B-score at 10 µM;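 active = B-score of the integrated calcium signal more than 4 SD below the library mean, with starting fluorescence not abnormally high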;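 note: negative B-score means reduced calcium response which marks RGS4 activation or potentiation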
#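 Material: Inducible-RGS4 HEK293 cells carrying M3 receptor; also added: carbachol at ECmax as muscarinic agonist stimulus; incubation: compound preincubation 20 min at room temperature before agonist; signal: Fluo4-AM (2 µM) calcium-flux fluorescence, kinetic read; measure: integrated calcium ratio converted to B score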
# * marks the source's active call; other numbers are inactive results; i = inactive; u = inconclusive; x = not tested or not shown.
compound	MrgX1 antag	MrgX1 PAM	TMEM16A inh	MrgX1 ag	HDAC3 inhib	SKKanGAS inh	TRPC6 act	ANO1 activ	TRPC6 inhibitor	RGS4 inh	RGS4 pot
COc1ccc(N(CC(=O)NCCSC2CCCCC2)S(=O)(=O)c2ccccc2)c(OC)c1	i	i	i	i	0	5	i	i	i	i	i
Cc1ccn2c(=O)nc(SCC(=O)NCc3ccccc3)nc2c1	i	i	i	i	-4	-1	i	i	i	i	i
O=C(COc1ccc(NC(=O)c2ccccc2)cc1)c1ccccc1	i	i	i	i	0	18	i	i	i	i	i
COc1ccc(/C=C/CN2CCN(Cc3ccc(C)cc3)C(CCO)C2)cc1 (stereo not drawn)	i	i	i	i	6	-3	i	i	i	i	i
COc1ccc(NC(=S)NCc2ccco2)cc1	i	i	i	i	2	4	i	i	i	i	i
COc1ccc(N(CC(=O)N2CCc3ccccc32)S(=O)(=O)c2c(C)nn(C)c2C)cc1	i	i	i	i	-3	-5	i	i	i	i	i
COc1cnc(-c2ccccn2)nc1Sc1cccc(Cl)c1	i	i	i	i	6	67*	i	i	i	i	i
COc1cc(OC)c(OC)cc1CN(C)CCc1ccccn1	i	i	i	i	2	-3	i	i	i	i	i
CCc1cccc(NC(=O)Nc2ccc3c(c2)OCO3)c1	i	i	i	i	u	2	i	i	i	i	i
CCOc1ccc(CCNC(=O)COC(=O)c2ccccc2O)cc1OCC	i	i	i	i	0	-2	i	i	i	i	i
COc1ccc(CCC(=O)OCC(=O)c2c(N)n(CC(C)C)c(=O)n(C)c2=O)cc1	i	i	i	i	0	3	i	-5.4*	i	i	i
COc1cc2cc(C)nc(Cc3cccc4ccccc34)c2cc1OC	i	i	i	i	-6	3	i	i	i	i	i
COC(=O)c1c(NC(=O)CN2CCN(c3ccccc3Cl)CC2)sc(C)c1C	i	i	i	i	x	21	i	i	i	i	i
CCN(CC(=O)NC)S(=O)(=O)c1ccc(Br)cc1	i	i	i	i	-2	-2	i	i	i	i	i
CCOC(=O)Nc1nc(C)c(C(=O)N(C)C)s1	i	i	i	i	4	4	i	i	i	i	i
Cc1cc(C)cc(OCC(=O)N(Cc2ccc(N(C)C)cc2)C2CCS(=O)(=O)C2)c1 (stereo not drawn)	i	i	i	i	7	6	i	i	i	i	i
COc1ccccc1NC(=S)NC(NC(C)=O)C(Cl)(Cl)Cl (stereo not drawn)	i	i	i	i	-10	-1	i	i	i	i	i
Cc1nn(CCCNC(=O)C2CCCO2)cc1Br (stereo not drawn)	i	i	i	i	3	4	i	i	i	i	i
C=CCn1c(SCC(=O)Nc2c(C)nn(Cc3ccccc3)c2C)nnc1C(O)c1ccccc1 (stereo not drawn)	i	i	i	i	7	2	i	i	i	i	i
COc1ccc(CC(=O)Nc2nnc(C(C)C)s2)cc1OC	i	i	i	i	u	-6	i	i	i	i	i
COC(=O)c1ccc(C(NC(=O)OCc2ccccc2)/C(C)=C/[C@@H](C)C(=O)NCc2ccc(-c3ccccc3)cc2)cc1 (stereo partly drawn)	i	i	i	i	8	22	i	i	i	i	i
Cc1cc(NC(=O)CCN2CCN(Cc3ccccc3)CC2)ccc1Br	i	i	i	i	2	-1	i	i	i	i	i
COC(=O)Cn1ncc(N(C)Cc2ccccc2)c(Cl)c1=O	i	i	i	i	2	3	i	i	i	i	i
COC(=O)/C=C1\SC(=NC(=O)c2ccc(C)cc2)NC1=O	i	i	i	i	5	-3	i	i	i	i	i
COC(=O)CCC(=O)OC1(C)C(=O)C2=CN(Cc3ccc(OC)cc3)C(c3ccc(OC)cc3)=CC2=C(Br)C1=O (stereo not drawn)	-4.9*	i	i	i	-2	12	i	i	i	i	i
Cc1cc(C)c(O)c(-c2cc(C(=O)NCc3ccccc3)[nH]n2)c1	i	i	i	i	14	7	i	i	i	i	i
Cc1ccc(CN2CCN(/N=C/c3ccc(C)s3)CC2)cc1	i	i	i	i	x	-10	i	i	i	i	i
CC1CCCCN1C(=O)c1ccc(C(=O)N2CCCCC2C)cc1 (stereo not drawn)	i	i	i	i	-5	0	i	i	i	i	i
CCOC(=O)c1ccc(NC(=O)Nc2ccc3c4c(cccc24)C(=O)N3CC)cc1	i	i	i	i	7	-3	i	i	i	i	i
COC(=O)c1ccc(C2c3[nH]c4ccccc4c3C[C@H]3C(=O)N(C4CCN(Cc5ccccc5)CC4)CC(=O)N23)cc1 (stereo partly drawn)	i	i	i	i	20	2	i	i	i	i	i
CC(/C=N/n1c(-c2ccco2)n[nH]c1=S)=C\c1ccco1	-5.9*	i	i	i	8	15	i	i	i	i	i
CCCc1nc2sc3c(c2c(=O)n1NC(=O)CCC(=O)OC)CCCC3	i	i	i	i	x	1	i	i	i	i	i
COC(=O)c1cc(S(=O)(=O)NCC2CCN(CCc3ccc(OC)cc3)CC2)cn1C	i	i	i	i	-1	5	i	i	i	i	i
CCN(CC)c1nc(-c2ccccc2)cc(C(F)(F)F)c1C#N	i	i	i	i	-4	37	i	i	i	i	i
Cc1cccc(N2CCN(C(=O)CCn3c(=O)[nH]c4ccsc4c3=O)CC2C)c1 (stereo not drawn)	i	i	i	i	6	-3	i	i	i	i	i
CN1CCN(NC(=S)NC2CCCC2)CC1	i	i	i	i	-3	-2	i	i	i	i	i
C/C(=N\NC(=O)Cn1nc(C)c([N+](=O)[O-])c1C)c1ccc(Cl)s1	i	i	i	i	-3	-12	i	i	i	i	i
N#Cc1ccc(/C=N/N=C(N)N)cc1	i	i	i	i	1	-4	i	i	i	i	i
Cc1c(C(=O)NCc2ccccn2)sc2nc(-c3ccc(F)cc3)cn12	i	i	i	i	-7	0	i	i	i	i	i
Cc1nn(C(C)(C)C)c(OC(=O)c2ccc(Br)o2)c1Sc1ccccc1	i	i	i	i	2	-3	i	i	i	i	i
CCOc1ccc(C2C(C#N)=C(N)Oc3cc(C)oc(=O)c32)cc1 (stereo not drawn)	i	i	i	i	2	-3	i	i	i	i	i
COC(=O)[C@H](CCSC)NC(=O)Nc1ccc(OC)cc1OC	i	i	i	i	-3	4	i	i	i	i	i
CC1CCN(C(=O)CCC(=O)Nc2nnc(C(F)(F)F)s2)CC1	i	i	i	i	1	-8	i	i	i	i	i
CCOC(=O)C(NC(=O)c1ccccc1)=C(C)C	-8.9*	i	i	i	-1	2	i	i	i	i	i
O=C(CSc1nnc(-c2ccccc2)o1)n1c2c(c3ccccc31)CCCC2	x	x	x	x	x	1	i	x	i	i	i
CCN(CC(=O)Nc1ccc(NC(C)=O)cc1)C(=O)/C=C/c1ccccc1	i	i	i	i	-3	-31	i	i	i	i	i
O=C(COc1ccc(C(=O)c2ccccc2)cc1)Nc1cccnc1	i	i	i	i	-5	-13	i	i	i	i	i
COc1ccc(S(=O)(=O)NC(C)C(=O)N2CCCCCC2)cc1 (stereo not drawn)	i	i	i	i	x	8	i	i	i	i	i
Cc1c(Cl)cccc1NC(=O)C1Cc2ccccc2CN1C(=O)c1ccccc1 (stereo not drawn)	i	i	i	i	1	4	i	i	i	i	i
COc1ccccc1NC(=O)NCc1nc(-c2ccc(C(F)(F)F)cc2)no1	i	i	i	i	-4	-2	i	i	i	i	i
CCCCCCC(=O)Nc1nc(C)c(-c2csc(Nc3cc(OC)ccc3OC)n2)s1	i	i	i	i	12	6	i	i	i	i	i
O=C(NCCN1CCOCC1)c1cccc(S(=O)(=O)N(Cc2ccccc2)c2ccccc2)c1	i	i	i	i	-3	4	i	i	i	i	i
Cc1cc2cc(CNC(=O)c3ccc(S(=O)(=O)N4CCOCC4)cc3)ccc2[nH]1	i	i	i	i	-12	-5	i	i	i	i	i
CCOC(=O)C(Cc1ccccc1)NC(C)=O (stereo not drawn)	i	i	i	i	1	0	i	i	i	i	i
COc1ccc(/C=C(\C#N)C(=O)Nc2cccnc2)cc1	i	i	i	i	-1	3	i	i	i	i	i
CCNC(=O)N1c2ccc(OC)cc2C(C)=CC1(C)C	i	i	i	i	3	-1	i	i	i	i	i
Cc1nc2ccccc2n1CC(=O)OCC(=O)NC1CC1	i	i	i	i	3	-8	i	i	i	i	i
NC(=O)COc1ccccc1/C=C1/SC(=O)N(CC(=O)N2CCc3ccccc3C2)C1=O	i	i	i	i	8	3	i	i	i	i	i
CCOCCn1c(N2CCCC2)nc2c1c(=O)[nH]c(=O)n2C	i	i	i	i	3	0	i	i	i	i	i
O=C(CN1CCN(C(=O)C2CCCO2)CC1)Nc1cc(Cl)ccc1Cl (stereo not drawn)	i	i	i	i	2	-8	i	i	i	i	i

# Further results follow.
compound	MrgX1 antag	MrgX1 PAM	TMEM16A inh	MrgX1 ag	HDAC3 inhib	SKKanGAS inh	TRPC6 act	ANO1 activ	TRPC6 inhibitor	RGS4 inh	RGS4 pot
Nc1c(S(=O)(=O)c2cccs2)c2nc3ccccc3nc2n1CCc1ccccc1	i	i	i	i	-17	11	i	x	i	i	i
C/C(=N\NC(=O)c1ccc2c(c1)OCO2)c1cccnc1	i	i	i	i	-5	5	i	i	i	i	i
Cc1ccc(S(=O)(=O)c2c(C)cc(C)[nH]c2=O)c(C)c1	i	i	i	i	6	-1	i	i	i	i	i
CN(C)C(=O)CNC(=O)C1CCCCC1	i	i	i	i	-3	3	i	i	i	i	i
COc1ccccc1C(=O)CSc1cccc[n+]1[O-]	i	i	i	i	6	0	i	i	i	i	i
COCCCNC(=O)CN(c1cc(C(F)(F)F)ccc1Cl)S(C)(=O)=O	i	i	i	i	-3	-6	i	i	i	i	i
O=C(OC(C(=O)NCc1cccs1)c1ccccn1)c1cccs1 (stereo not drawn)	i	i	i	i	0	5	i	i	i	i	i
COc1ccc(/C=C2\SC(=N)N(c3ccc(F)cc3)C2=O)cc1	i	i	i	i	2	-4	i	i	i	i	i
CCc1nnc(NC(=O)C2CC(=O)N(c3ccc(C)cc3)C2)s1 (stereo not drawn)	i	i	i	i	-3	-1	i	i	i	i	i
CS(=O)(=O)N(CC(=O)Nc1ccc2c(c1)OCO2)c1ccc(Cl)cc1	i	i	i	i	2	-5	i	i	i	i	i
